Mtb BioA inh = M. tuberculosis BioA enzyme inhibitors, primary screen, biochemical, plate reader, single point, HTS; purified M. tuberculosis BioA enzyme; 0.096% of 360,000 active; inhibition, % at 9.99 µM; in the data active = inhibition above about 40%
Numbers without * were called inactive.

Structure	Mtb BioA inh
CO[C@@H]1CN(C)C(=O)c2ccc(NC(=O)Nc3ccccc3Cl)cc2OC[C@@H](C)N(Cc2ccccc2C(=O)O)C[C@H]1C	-3.1
CC(C)NC(=O)N(C)C[C@@H]1Oc2ccc(NC(=O)C3CC3)cc2C(=O)N([C@H](C)CO)C[C@H]1C	-2.3
Cc1noc(C)c1NC(=O)Nc1ccc2c(c1)C(=O)N([C@@H](C)CO)C[C@@H](C)[C@@H](CN(C)Cc1ccccc1)O2	0.2
C[C@@H]1CN([C@@H](C)CO)C(=O)c2cc(NC(=O)CCCN(C)C)ccc2O[C@H]1CN(C)Cc1ccc(Cl)c(Cl)c1	0.0
CCNC[C@@H]1[C@H](c2ccc(C3=CCCC3)cc2)[C@H](CO)N1c1nc(C)c(C)s1	-4.1
Cc1noc(C)c1NC(=O)N(C)C[C@H]1OCCCC[C@@H](C)Oc2ccc(NC(=O)NC(C)C)cc2C(=O)N([C@@H](C)CO)C[C@H]1C	1.4
COc1ccccc1-c1cn(CC[C@@H]2CC[C@@H](NC(=O)C3CCCCC3)[C@H](CO)O2)nn1	4.2
C[C@H]1CN([C@@H](C)CO)C(=O)c2cc(C3=CCCC3)cnc2O[C@H]1CN(C)C(=O)Nc1ccc(C(F)(F)F)cc1	0.3
COc1ccccc1-c1ccc2n(c1=O)C[C@@H]1[C@@H](CO)[C@H](C(=O)N(C)C)N[C@H]21	-2.1
Cc1ccc(S(=O)(=O)Nc2ccc3c(c2)C(=O)N([C@@H](C)CO)C[C@@H](C)[C@@H](CN(C)C(=O)Nc2ccc4c(c2)OCO4)OCCCC[C@H](C)O3)cc1	1.7
CCCC(=O)Nc1ccc2c(c1)OC[C@H](C)N(CC1CCCC1)C[C@H](C)[C@H](OC)CN(C)C2=O	-0.8
CCC(=O)N1C[C@H](C)[C@H](OC)CN(C)C(=O)c2cc(NS(C)(=O)=O)ccc2OC[C@@H]1C	-2.3
CO[C@H]1CN(C)C(=O)c2cc(NC(C)=O)ccc2OC[C@@H](C)N(Cc2ccc(F)cc2)C[C@H]1C	1.9
O=S(=O)(NCC[C@@H]1CC[C@H](NS(=O)(=O)c2cccc(Cl)c2)[C@@H](CO)O1)c1cccc(F)c1	-1.0
C[C@@H]1CN([C@H](C)CO)C(=O)c2cc(C#Cc3cccnc3)cnc2O[C@@H]1CN(C)C(=O)CN(C)C	2.6

Pulled one by one from above:
Structure	Mtb BioA inh
C[C@H]1CN([C@@H](C)CO)C(=O)c2cc(C3=CCCC3)cnc2O[C@H]1CN(C)C(=O)Nc1ccc(C(F)(F)F)cc1	0.3
O=S(=O)(NCC[C@@H]1CC[C@H](NS(=O)(=O)c2cccc(Cl)c2)[C@@H](CO)O1)c1cccc(F)c1	-1.0

Back to the main list, repeating the seven entries before the break.
Structure	Mtb BioA inh
COc1ccccc1-c1ccc2n(c1=O)C[C@@H]1[C@@H](CO)[C@H](C(=O)N(C)C)N[C@H]21	-2.1
Cc1ccc(S(=O)(=O)Nc2ccc3c(c2)C(=O)N([C@@H](C)CO)C[C@@H](C)[C@@H](CN(C)C(=O)Nc2ccc4c(c2)OCO4)OCCCC[C@H](C)O3)cc1	1.7
CCCC(=O)Nc1ccc2c(c1)OC[C@H](C)N(CC1CCCC1)C[C@H](C)[C@H](OC)CN(C)C2=O	-0.8
CCC(=O)N1C[C@H](C)[C@H](OC)CN(C)C(=O)c2cc(NS(C)(=O)=O)ccc2OC[C@@H]1C	-2.3
CO[C@H]1CN(C)C(=O)c2cc(NC(C)=O)ccc2OC[C@@H](C)N(Cc2ccc(F)cc2)C[C@H]1C	1.9
O=S(=O)(NCC[C@@H]1CC[C@H](NS(=O)(=O)c2cccc(Cl)c2)[C@@H](CO)O1)c1cccc(F)c1	-1.0
C[C@@H]1CN([C@H](C)CO)C(=O)c2cc(C#Cc3cccnc3)cnc2O[C@@H]1CN(C)C(=O)CN(C)C	2.6
CO[C@@H]1CN(C)C(=O)c2cc(NC(=O)Nc3ccccc3F)ccc2OC[C@H](C)N(Cc2ccccc2C(=O)O)C[C@@H]1C	-0.5
O=C(N[C@H]1CC[C@@H](CC(=O)N2CCc3ccccc3C2)O[C@@H]1CO)C1CCC1	-3.2
C[C@H](CO)N1C[C@H](C)[C@@H](CN(C)C(=O)CN(C)C)Oc2ncc(C#Cc3ccccc3)cc2C1=O	6.5
COC(=O)[C@@H]1[C@@H](CO)[C@@H]2Cn3c(ccc(-c4cccc(OC)c4)c3=O)[C@@H]2N1Cc1nccs1	-0.2
C/C=C/c1ccc([C@@H]2[C@H](CO)N(C(=O)C3CC3)[C@H]2CN(CC)C(C)=O)cc1	-4.8
C[C@H]1CCCCO[C@H](CN(C)C(=O)CCC(F)(F)F)[C@@H](C)CN([C@@H](C)CO)C(=O)c2cc(NC(=O)Nc3ccc4c(c3)OCO4)ccc2O1	2.6
COc1cccc(-c2ccc3c(c2)O[C@H](CN(C)Cc2cccnc2)[C@@H](C)CN([C@@H](C)CO)S3(=O)=O)c1	2.2
COc1ccc(NC(=O)N(C)C[C@@H]2Oc3ccc(NC(=O)Cc4cn(C)c5ccccc45)cc3CC(=O)N([C@H](C)CO)C[C@@H]2C)cc1	-0.9
O=S(=O)(N[C@H]1CC[C@@H](CCn2cc(-c3ccc(F)cc3)nn2)O[C@H]1CO)c1ccccc1F	2.3
CO[C@H]1CC[C@H]2CCOc3ccc(C#N)cc3C(=O)N(C)C[C@H](C)C(=O)N(C)C[C@@H]1O2	-1.5
O=C(NCc1ccc(F)cc1)[C@H]1C[C@H]2C(=O)NCC(=O)N2[C@H]1c1cccc(OCCO)c1	0.4
CCNC(=O)[C@@H]1[C@@H](CO)[C@@H]2Cn3c(ccc(-c4ccccc4)c3=O)[C@@H]2N1Cc1cccnc1	9.6
O=C(C[C@@H]1CC[C@@H](NC(=O)CN2CCOCC2)[C@H](CO)O1)NC1CCC1	4.3
O=C([C@@H]1[C@@H](CO)[C@@H]2Cn3c(cccc3=O)[C@@H]2N1C(=O)CC1CC1)N1CCCCC1	-1.6
COc1cccc(S(=O)(=O)Nc2ccc3c(c2)OC[C@@H](C)N(C(=O)Cc2cccnc2)C[C@@H](C)[C@@H](OC)CN(C)C3=O)c1	-2.0
COc1ccccc1NC(=O)N[C@@H]1CC[C@@H](CCNC(=O)c2ccc3c(c2)OCO3)O[C@H]1CO	-1.3
CCCNC(=O)N(C)C[C@H]1Oc2ncc(C3=CCCCC3)cc2C(=O)N([C@H](C)CO)C[C@@H]1C	-5.8
Cc1ccc(S(=O)(=O)N[C@@H]2CC[C@@H](CC(=O)O)O[C@H]2CO)cc1	-3.3
C[C@@H]1CN([C@H](C)CO)C(=O)c2cc(NS(=O)(=O)c3cn(C)cn3)ccc2O[C@H]1CN(C)Cc1ccc(C(F)(F)F)cc1	0.5
COc1ccc(S(=O)(=O)N[C@@H]2C=C[C@H](CC(=O)NCc3ccccc3F)O[C@H]2CO)cc1	0.1
CCC(=O)N1C[C@H](C)[C@H](OC)CN(C)C(=O)c2cc(NC(=O)COC)ccc2OC[C@H]1C	0.6
Cc1ccc(S(=O)(=O)N2C[C@H](O)COC[C@H]3O[C@@H](CC(=O)N4CCc5ccccc5C4)CC[C@@H]32)cc1	1.5
C[C@@H]1CN([C@H](C)CO)C(=O)c2cc(-c3ccccc3F)cnc2O[C@H]1CN(C)C(=O)C1CCOCC1	2.7
CCCNC(=O)Nc1ccc2c(c1)OC[C@@H](C)N(C(=O)C1CCC1)C[C@@H](C)[C@H](OC)CN(C)C2=O	-1.6
C[C@@H]1CN([C@@H](C)CO)S(=O)(=O)c2ccc(C#CC3CC3)cc2O[C@@H]1CN(C)Cc1cccnc1	2.4
C[C@H]1CN([C@@H](C)CO)C(=O)CCCn2nncc2CO[C@@H]1CN(C)C(=O)CCCN(C)C	-0.1
C[C@@H]1CCCCO[C@H](CN(C)Cc2ccc3c(c2)OCO3)[C@H](C)CN([C@H](C)CO)C(=O)c2cc(NS(C)(=O)=O)ccc2O1	-0.7
C[C@@H]1CN([C@@H](C)CO)C(=O)c2cc(C3=CCCC3)cnc2O[C@H]1CN(C)C(=O)Nc1ccc(C(F)(F)F)cc1	-0.3
C/C=C/c1ccc([C@H]2[C@@H](CO)N(C(C)=O)[C@@H]2CNC(=O)CC2CC2)cc1	-3.3
O=C(Cc1ccccc1)N1CCCCN2[C@@H](CO)[C@@H](c3ccc(C#Cc4ccccc4)cc3)[C@@H]2C1	-0.2
COC(=O)C[C@H]1CC[C@@H]2NC[C@@H](O)COC[C@H]2O1	-2.2
CC(C)C#Cc1ccc2c(c1)O[C@@H](CN(C)C)[C@@H](C)CN([C@@H](C)CO)S2(=O)=O	0.0
C[C@H](CO)N1C[C@H](C)[C@@H](CN(C)C(=O)C2CCCCC2)Oc2ncc(C#CC3(O)CCCC3)cc2C1=O	-0.7
COc1cccc(-c2ccc([C@@H]3[C@@H](CO)N(C(=O)Cc4ccccc4)[C@H]3C#N)cc2)c1	-0.6
CO[C@H]1CN(C)C(=O)c2ccc(NS(=O)(=O)c3cn(C)cn3)cc2OC[C@H](C)N(Cc2cccc(F)c2)C[C@H]1C	-1.4
C[C@H](O)C#Cc1cnc2c(c1)C(=O)N([C@H](C)CO)C[C@H](C)[C@@H](CN(C)Cc1cccc(F)c1)O2	3.7
COc1cccc(-c2ccc3c(c2)[C@H]2[C@H](CCN2S(=O)(=O)c2ccccc2C)[C@H](CO)N3C)c1	0.0
Cc1ccc(S(=O)(=O)N(C)C[C@H]2Oc3ccc(NC(=O)CCCCCC(=O)Nc4ccccc4N)cc3CC(=O)N([C@H](C)CO)C[C@@H]2C)cc1	-0.4
C[C@H](CO)N1C[C@H](C)[C@H](CN(C)Cc2ccc(C(F)(F)F)cc2)Oc2ccc(NC(=O)c3ccncc3)cc2C1=O	0.1
O=C(CCN1CCCCC1)NCC[C@@H]1CC[C@@H](NC(=O)C2CCC2)[C@H](CO)O1	2.4
O=C(C[C@H]1C[C@@H]2c3cc(NC(=O)NC4CCCC4)ccc3O[C@@H]2[C@H](CO)O1)NCc1ccccc1	-0.8
CCC(=O)Nc1ccc2c(c1)C(=O)N(C)[C@@H]1CC[C@H](CC(=O)NCCc3ccccc3)O[C@@H]1CO2	-1.2
CCCNC(=O)C[C@H]1C[C@H]2c3cc(NS(=O)(=O)c4ccc(F)cc4)ccc3O[C@H]2[C@@H](CO)O1	-1.6
COCC(=O)N(C)C[C@H]1Oc2ncc(-c3ccccc3C)cc2C(=O)N([C@@H](C)CO)C[C@@H]1C	-0.7
CN1[C@H](C(=O)N2CCOCC2)[C@@H](CO)[C@@H]2Cn3c(ccc(/C=C/c4ccccc4)c3=O)[C@@H]21	0.3
C[C@H](CO)N1C[C@H](C)[C@H](CN(C)Cc2ccc(Cl)c(Cl)c2)Oc2ccc(NC(=O)c3ccncc3)cc2C1=O	0.9
C[C@H]1CN([C@@H](C)CO)C(=O)c2cc(-c3ccc(F)cc3)cnc2O[C@@H]1CN(C)S(C)(=O)=O	1.2
CN(C)c1ccc2c(c1)[C@H]1C[C@@H](CC(=O)N3CCc4ccccc4C3)O[C@@H](CO)[C@H]1O2	0.6
CCCNC(=O)N1C[C@H](C)[C@H](OC)CN(C)C(=O)c2cc(NC(C)=O)ccc2OC[C@H]1C	-0.6
C[C@H](CO)N1C[C@H](C)[C@@H](CN(C)S(=O)(=O)c2ccc(F)cc2)Oc2ccc(NC(=O)CCCN(C)C)cc2CC1=O	-0.2
CCCN1[C@@H]2c3ccc(-c4ccc(F)cc4)c(=O)n3C[C@@H]2[C@@H](CO)[C@@H]1C(=O)N[C@@H](C)c1ccccc1	4.2
C[C@@H]1CCCCO[C@H](CN(C)Cc2ccc3c(c2)OCO3)[C@H](C)CN([C@@H](C)CO)C(=O)c2cc(NC(=O)Nc3cccc4ccccc34)ccc2O1	-5.2
CCCC(=O)Nc1ccc2c(c1)OC[C@@H](C)N(C(=O)C1CCCC1)C[C@@H](C)[C@H](OC)CN(C)C2=O	-1.0
C/C=C/c1ccc([C@H]2[C@@H](CO)N(C(=O)CC)[C@@H]2CNC(=O)c2ccncc2)cc1	-3.0
C[C@@H]1CN([C@H](C)CO)C(=O)c2cccc(NC(=O)Nc3ccc(C(F)(F)F)cc3)c2O[C@H]1CN(C)C	5.0
COc1ccc(S(=O)(=O)N2C[C@H](O)COC[C@H]3O[C@H](CC(=O)NCCCN(C)C)CC[C@@H]32)cc1	2.7
Cc1noc(C)c1NC(=O)Nc1ccc2c(c1)C(=O)N([C@@H](C)CO)C[C@@H](C)[C@@H](CN(C)C(=O)Nc1cccc3ccccc13)O2	9.7
CN1CCCCN2[C@@H](CO)[C@@H](c3ccc(-c4ccc(F)cc4)cc3)[C@@H]2C1	-1.1
C[C@H](CO)N1C[C@H](C)[C@@H](CN(C)S(=O)(=O)c2ccc(F)cc2)Oc2ccc(NC(=O)Nc3ccc(F)cc3)cc2C1=O	0.2
CC(=O)N(C)C[C@@H]1Oc2cc(C#Cc3ccc(F)cc3)ccc2S(=O)(=O)N([C@H](C)CO)C[C@@H]1C	2.1

(cont.)
Structure	Mtb BioA inh
C[C@H](CO)N1C[C@H](C)[C@@H](CN(C)Cc2ccc3c(c2)OCO3)Oc2ccc(NS(=O)(=O)c3ccc(F)cc3)cc2C1=O	-1.8
O=C(C[C@H]1C[C@H]2c3cc(NC(=O)Cc4ccncc4)ccc3O[C@H]2[C@@H](CO)O1)NCc1ccccn1	2.1
COc1ccccc1CNC(=O)C[C@H]1C[C@@H]2c3cc(NC(=O)c4cccnc4)ccc3O[C@@H]2[C@@H](CO)O1	39.6
CN1C(=O)c2cc(NC(=O)c3cccc(F)c3)ccc2OC[C@H]2O[C@@H](CC(=O)NCc3ccccc3Cl)CC[C@H]21	0.6
CC(C)CC#Cc1cnc2c(c1)C(=O)N([C@H](C)CO)C[C@H](C)[C@@H](CN(C)C(=O)Nc1cccc(F)c1)O2	4.4
C[C@@H]1CN([C@H](C)CO)C(=O)c2cc(NC(=O)NC3CCCCC3)ccc2O[C@@H]1CN(C)C(=O)Nc1ccc(F)cc1	1.6
CC(C)NC(=O)N(C)C[C@@H]1Oc2ncc(-c3ccccc3)cc2C(=O)N([C@H](C)CO)C[C@@H]1C	-0.7

An excerpt. The share of hits here may be higher or lower than overall.
